rCAG binder = molecules binding r(CAG) RNA repeats; r(CAG) RNA repeat, TO-PRO-1 dye displacement fluorescence; AID 651821; 370,000 compounds, 1.3% hits; inhibition, % at 3 µM;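 active = inhibition above the plate cutoff, the mean of all test compounds on that plate plus 3 SD, cut at about 35% in these data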;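 also: 0% = DMSO alone and 100% = 100 µM mitoxantrone as full dye displacement; higher means more dye released from RNA so lower well fluorescence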
NPR1 activator = GC-A (human) enzyme activation; AID 1671463; activation, % at 10 µM; 370,000 compounds, 0.14% hits; HEK293 GC-A cells, cGMP TR-FRET, EC30 ANP; 0% at EC30 ANP, 100% saturating ANP; in the data active = activation above about 40%
ASAP1 GAP inh = inhibitors of human ASAP1 ArfGAP activity; Q9ULH1; ASAP1-stimulated ARF1 GTP hydrolysis, GDP FP detection; inhibition, % at 16.5 µM; 360,000 compounds, 0.19% hits; AID 624377; in the data active = inhibition above about 25%;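 also: 0% = vehicle with enzyme and substrate and 100% = no enzyme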
FXN GAA850 act = frataxin GAA850 promoter activation | HEK293 lucGAA850 FXN promoter luciferase reporter, 24 h; percent of 10 µM SAHA response | activation, % at 6 µM | 360,000 compounds, 0.56% hits | AID 540364;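 active = activation above the average of all compounds screened plus 3 SD, cutoff fixed separately per campaign, cut at about 7.5% in these data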;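 also: 0% = DMSO wells and 100% = 10 µM SAHA wells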
NPR2 activator = GC-B (human) receptor activation; AID 1920062; P20594; HEK293-GC-B cells, CNP EC30, cGMP TR-FRET; 0% at EC30 CNP, 100% saturating CNP; activation, % at 10 µM; 370,000 compounds, 0.11% hits;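 active = activation at 10 µM reaching about 35% in either raw or pattern-adjusted values, limit read from the data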
ARFGAP1 inhibitor = inhibitors of rat ARFGAP1 | Q62848 | Arfgap1-stimulated ARF1 GTP hydrolysis, GDP FP detection | inhibition, % at 16.5 µM | 360,000 compounds, 0.26% hits | AID 651572;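 active = inhibition above a per-plate limit, mean inhibition of low control wells plus 3 SD, cut at about 25% in these data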;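 also: 0% = DMSO wells with enzyme and 100% = wells lacking Arfgap1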
Target sequence (Q62848 1-136 limits assumed): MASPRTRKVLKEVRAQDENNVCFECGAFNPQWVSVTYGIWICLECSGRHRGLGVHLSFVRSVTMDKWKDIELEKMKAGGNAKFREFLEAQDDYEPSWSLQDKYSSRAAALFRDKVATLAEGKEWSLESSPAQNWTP
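Assay system: Rat Arfgap1 GAP domain (His6, aa 1-136), purified enzyme | Buffer or medium: HEPES 25 mM pH 7.5, NaCl 150 mM, MgCl2, DTT | Schedule: GTP hydrolysis reaction 2 h at 25 °C | Signal: FP of antibody-bound GDP Alexa 633 tracer, ex 620/em 688 nm | Measure: Percent inhibition of Arfgap1-stimulated GTP hydrolysis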
ADAM10 inh = ADAM10 inhibition, QFRET primary screen. O14672. recombinant ADAM10, EDANS/DABCYL FRET peptide cleavage, 3 h. inhibition, % at 7 µM. 370,000 compounds, 0.62% hits. AID 720582;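 active = inhibition above a per-campaign cutoff equal to the mean of compounds falling between control-based bounds plus 3 SD, cut at about 20% in these data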;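 also: 0% = DMSO wells while the 100% control is not disclosed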
Target sequence (O14672 214-748 limits assumed): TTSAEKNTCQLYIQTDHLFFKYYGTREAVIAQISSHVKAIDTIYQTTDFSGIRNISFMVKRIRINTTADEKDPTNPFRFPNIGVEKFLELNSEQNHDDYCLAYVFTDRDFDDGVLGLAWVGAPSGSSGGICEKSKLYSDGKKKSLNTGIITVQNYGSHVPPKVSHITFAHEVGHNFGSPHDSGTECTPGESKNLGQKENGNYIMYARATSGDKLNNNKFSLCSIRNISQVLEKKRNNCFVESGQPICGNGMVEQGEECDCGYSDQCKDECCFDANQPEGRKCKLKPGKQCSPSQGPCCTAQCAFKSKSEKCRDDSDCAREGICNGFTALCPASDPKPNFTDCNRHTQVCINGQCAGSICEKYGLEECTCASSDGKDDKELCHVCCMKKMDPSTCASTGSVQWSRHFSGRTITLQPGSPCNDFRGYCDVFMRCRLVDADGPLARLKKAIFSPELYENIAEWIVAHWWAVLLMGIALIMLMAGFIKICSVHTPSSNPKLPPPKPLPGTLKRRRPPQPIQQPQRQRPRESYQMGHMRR
DDE Tn6 FP inh = inhibitors of Tn6 peptide binding to human fibrin DD(E) | Fibrin DD(E) TRITC-Tn6 fluorescence polarization displacement | inhibition, % at 8.3 µM | 370,000 compounds, 0.21% hits | AID 720509;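 active = inhibition above a per-campaign cutoff: mean of compounds within control limits plus 3 SD, cut at about 15% in these data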;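 also: 0% = median of all compound wells on the plate and 100% = blocking peptide control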
HGIII-sPLA2 inh = Inhibits HGIII-sPLA2 liposome hydrolysis, primary screen; QFRET BODIPY PC-A2 liposome hydrolysis, fluorescence; inhibition, % at 12.2 µM; 370,000 compounds, 0.56% hits;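 active = inhibition above mean plus 3 SD of compounds lying within the high and low control bounds, cut at about 19% in these data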;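 also: 0% = median of test compound wells and 100% = no enzyme DMSO wells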
proKLK7 act = proKLK7 (human) activation, primary screen; purified proKLK7, EDANS-DABCYL substrate fluorescence; 100% is mature enzyme control, 0% vehicle; activation, % at 7 µM; P49862; AID 652039; 370,000 compounds, 0.9% hits;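 active = activation above the mean of all tested compounds plus 3 SD, computed per campaign excluding outliers beyond control limits, cut at about 13% in these data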
Target sequence (P49862 whole entry, looked up): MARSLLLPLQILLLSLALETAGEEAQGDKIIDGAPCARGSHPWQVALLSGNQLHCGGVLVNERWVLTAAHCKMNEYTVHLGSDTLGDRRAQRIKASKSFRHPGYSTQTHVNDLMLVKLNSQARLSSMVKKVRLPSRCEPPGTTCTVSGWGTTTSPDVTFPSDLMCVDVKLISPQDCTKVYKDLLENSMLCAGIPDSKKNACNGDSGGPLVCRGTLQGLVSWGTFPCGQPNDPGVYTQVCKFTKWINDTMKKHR
Numbers without * were called inactive; i = inactive; / = not tested or not shown.

SMILES	rCAG binder	NPR1 activator	ASAP1 GAP inh	FXN GAA850 act	NPR2 activator	ARFGAP1 inhibitor	ADAM10 inh	DDE Tn6 FP inh	HGIII-sPLA2 inh	proKLK7 act
COc1cc(C(=O)Sc2ccc(C)cc2)cc(OC)c1OC	-5.4	3.0	14.3	0.5	-3.9	-6.5	9.7	-0.2	-1.8	0.0
COc1ccc(OCCSc2nnc3c(Cl)cc(Cl)cn23)cc1	-4.8	-4.9	-14.8	1.9	-1.3	6.5	0.1	-6.0	10.4	0.0
COc1ccc2c(=O)c3c(=O)n(Cc4ccco4)c(-c4ccccc4)nc3oc2c1	-1.6	-5.5	6.7	-0.7	-3.6	-4.9	-4.1	-1.0	-3.4	0.1
Cc1ccccc1CNCCCSc1ncccn1	-2.3	-2.7	-8.5	-0.2	-4.6	-2.7	5.5	-1.1	7.1	0.5
O=C(CC1CC1)N[C@@H]1CC[C@@H](CCNS(=O)(=O)c2ccc(F)cc2)O[C@@H]1CO	2.5	4.3	-5.0	/	4.0	-0.5	-7.6	13.6	5.1	0.1
CNc1ccc(S(=O)(=O)NCC(=O)NCCCc2ccccc2)cc1[N+](=O)[O-]	-2.5	-2.1	-3.6	0.4	1.2	-5.1	-10.8	-3.0	-10.1	0.2
CC1=C(C(=O)N2CCOCC2)CC(CC(=O)NCCN2CCOCC2)C(=O)N1Cc1ccccc1 (stereo not drawn)	1.4	0.3	1.0	0.4	4.9	6.0	-32.1	-9.6	18.0	-0.2
Cn1c(C(=O)N2CCCC(C(=O)NCCCSC3CCCCC3)C2)cc2sccc21 (stereo not drawn)	-10.0	0.7	-15.4	-5.5	0.6	-9.9	5.0	-0.7	-21.4	0.6
Cc1cc(NC(=O)CCCN2C(=O)c3cccnc3C2=O)ccc1Br	-2.2	1.1	2.9	0.7	-1.8	-1.5	3.5	2.9	3.6	-0.3
Cc1c(NC(=O)c2ccc(N(C)S(=O)(=O)c3ccccc3)cc2)c(=O)n(-c2ccccc2)n1C	-1.5	-5.8	-4.7	2.8	2.0	3.0	-2.0	6.2	-1.3	0.0
CCOC(=O)c1cnc2nc[nH]n2c1=O	3.8	0.6	-0.4	0.9	-1.6	2.6	8.2	-2.2	7.2	-0.2
COCCn1c(NCc2ccc(C)cc2)nc2c1c(=O)[nH]c(=O)n2C	-4.5	5.9	5.7	3.4	0.8	7.2	-3.9	-4.8	-1.4	0.2
CC(OC(=O)c1n[nH]c2ccccc12)C(=O)NC1CCCCC1C (stereo not drawn)	0.0	-1.4	7.8	2.4	-1.6	0.5	-14.7	5.6	-4.3	0.6
Cc1cc(=O)c2ccccc2[nH]1	-3.5	/	8.2	-0.8	/	13.5	-8.8	1.6	-0.5	-0.3
COc1ccc(-c2nc(CSCC(=O)N3CCc4ccccc43)c(C)o2)cc1OC	-0.2	-5.1	10.3	0.6	-2.5	0.8	-6.9	-3.0	-2.6	-0.3

The final 2 compounds of the section above come first, to join the parts:
SMILES	rCAG binder	NPR1 activator	ASAP1 GAP inh	FXN GAA850 act	NPR2 activator	ARFGAP1 inhibitor	ADAM10 inh	DDE Tn6 FP inh	HGIII-sPLA2 inh	proKLK7 act
Cc1cc(=O)c2ccccc2[nH]1	-3.5	/	8.2	-0.8	/	13.5	-8.8	1.6	-0.5	-0.3
COc1ccc(-c2nc(CSCC(=O)N3CCc4ccccc43)c(C)o2)cc1OC	-0.2	-5.1	10.3	0.6	-2.5	0.8	-6.9	-3.0	-2.6	-0.3
O=C(NCc1ccccc1)C(c1ccc(F)cc1)N(C(=O)c1csnn1)c1ccccc1 (stereo not drawn)	-4.0	-9.0	-11.5	-1.3	-2.4	-1.4	0.1	-5.8	-4.2	0.0
CCOc1ccc(-n2cccc2C=O)cc1	-0.9	1.4	2.0	1.1	-0.9	-8.2	-4.2	-1.3	-8.7	0.5
Cn1nc(OC(=O)Nc2cccc(Cl)c2)cc1C(F)(F)F	4.8	-0.6	14.1	-1.0	-0.8	5.4	2.8	-4.5	2.7	0.0
O=C(NC1CCCCC1)c1ccc2snnc2c1	3.1	-0.5	-3.9	-0.3	6.6	15.9	-11.2	-11.7	12.9	0.1
Oc1ccccc1-c1cc(-c2ccc(F)cc2)n[nH]1	5.8	16.9	6.8	5.8	-7.1	12.0	3.2	-3.0	-31.8	-0.3
CN(C(=O)c1cccc(NC(=O)Cc2cccc(NC(=O)C3CCCN(C(=O)c4ccccc4)C3)c2)c1)C1CCC1 (stereo not drawn)	6.2	2.2	5.7	0.5	2.5	5.9	2.2	-0.5	-0.9	-0.2
CSc1nc(NNC=O)cc(Oc2ccc(NC(C)=O)cc2)n1	0.0	0.0	17.0	2.3	0.2	2.5	0.0	8.2	-3.7	-0.2
COc1cc(C(=O)NCc2nnc(SCC(=O)N3CCOCC3)o2)cc(OC)c1OC	0.0	1.4	-4.7	4.1	-4.2	10.8	0.3	2.8	1.0	-0.3
Cc1c(C(=O)N/N=C/c2ccoc2)cccc1[N+](=O)[O-]	3.7	0.0	15.3	-1.0	2.0	-6.8	-1.8	3.6	1.7	0.1
COc1ccc2cc(C(=O)C3CCCN(C(=O)c4csnn4)C3)ccc2c1 (stereo not drawn)	1.3	-1.3	-4.1	3.8	-2.1	7.9	i	-3.5	-0.4	-16.9
Cc1ccc(C(=O)N(Nc2nc3ccccc3s2)C(=O)c2ccc(C)cc2)cc1	3.4	0.8	0.5	-4.1	-0.6	7.0	3.7	3.7	2.1	0.4
Cn1c(=O)c2cc(NC(=O)Cc3ccccc3F)ccc2n1Cc1ccc(Cl)cc1	5.4	4.5	0.8	-0.2	5.7	-7.4	i	-7.7	-16.7	-5.1
COc1cccc(C(NC(=O)C2CCN(CCCOc3ccccc3)CC2)c2ccccn2)c1 (stereo not drawn)	-1.0	1.4	-6.0	-0.1	-2.5	-19.3	-6.8	-0.2	1.0	0.4
Cc1cccc(NC(=O)C2Cc3ccccc3O/C2=N\O)c1 (stereo not drawn)	0.6	-5.1	9.6	3.0	0.4	0.2	5.5	-3.6	-5.4	-0.6
O=C(O)c1ccc(NC(=O)C2C3CCC(C3)C2C(=O)O)cc1 (stereo not drawn)	-0.1	0.5	3.9	2.9	6.1	-15.7	2.8	-6.1	4.8	0.5
O=C(CSc1nnnn1-c1ccccc1)Nc1ncc(Cc2ccccc2Cl)s1	1.2	-4.4	-7.9	2.4	-3.7	6.3	3.1	-1.6	-1.4	-1.1
CCC(C)NC(=O)c1cn(C)c(=O)c2cc(OC)c(OC)cc12 (stereo not drawn)	2.6	3.0	9.2	0.7	1.8	9.4	-2.0	-2.7	3.1	0.2
CCOC(=O)NC(NC(=S)Nc1ccccc1[N+](=O)[O-])C(Cl)(Cl)Cl (stereo not drawn)	0.2	2.1	4.9	0.1	1.7	12.0	5.5	0.5	9.8	-0.1
O=C(CNC(=O)c1ccc(Br)o1)NNC(=O)c1ccccc1F	-1.6	5.8	24.1	2.2	4.1	9.1	-8.7	2.5	5.5	-0.2
CCCCNC(=O)COC(=O)c1cc(S(=O)(=O)N2CCCCCC2)ccc1OC	-6.7	1.4	-6.9	1.5	1.8	-13.0	-2.2	1.1	-8.3	0.6
CCOn1c(=O)c(=O)n(O)c2ccccc21	0.2	-6.1	-8.0	3.1	-4.1	2.8	4.0	3.5	-1.5	-0.7
CCN(C(=O)COC(=O)c1cc([N+](=O)[O-])ccc1N1CCOCC1)C1CCS(=O)(=O)C1 (stereo not drawn)	-3.5	2.5	-4.3	1.3	7.1	3.9	-8.7	-7.9	-1.6	-0.9
COc1ccc(CCNC(=O)CSc2ccc(-c3cccs3)nn2)cc1	-4.8	2.8	-4.2	-0.1	-0.1	1.4	-13.0	-7.6	1.0	0.0
Cc1cc(=O)[nH]c(NN)n1	-0.1	4.7	-4.5	0.9	0.5	-0.6	-0.5	11.7	-1.8	-0.1
O=C(COC(=O)Cc1cccc(C(F)(F)F)c1)NC1CC1	-2.6	0.2	1.0	0.0	-2.3	8.7	4.8	0.8	-4.7	0.1
CC(=O)c1c(C)[nH]c(C(=O)OCC(=O)N2CCc3ccccc3C2)c1C	2.3	4.2	-12.3	-1.2	1.6	1.3	-16.6	-2.8	-2.5	0.0
COc1cc(NC(=S)NCCN2CCOCC2)cc(OC)c1OC	-1.6	6.7	-10.8	1.3	-1.4	-4.8	-3.1	6.5	12.1	0.6
C/C(=N\NC(=S)NC(C)C)c1ccc(Cl)c([N+](=O)[O-])c1	1.8	15.3	-1.6	-1.2	10.7	6.9	-9.5	-10.8	19.9*	0.0
NC(=O)C1CCN(C(=O)C(=O)c2cn(CC(=O)N3CCCCCC3)c3ccccc23)CC1	0.7	2.2	11.2	0.8	1.9	-9.7	-7.5	-4.3	1.0	0.7
Cn1cccc1C(=O)OCC(=O)N1CCc2ccccc2C1	-0.5	0.2	10.6	5.0	1.4	-1.5	-7.2	4.9	-0.1	-0.8
NC(=O)C(c1ccccc1)C1CCCC1 (stereo not drawn)	3.1	3.6	-5.5	1.5	-1.4	-3.7	5.9	-5.0	7.6	-0.6
CCC(=O)N1N=C(c2ccc(NS(C)(=O)=O)cc2)CC1c1ccc(N(C)C)cc1 (stereo not drawn)	1.5	-4.0	-4.7	2.9	-2.1	-2.0	-107.3	-6.2	-1.7	-1.6
Cc1ccccc1-c1nc(CN2CCC(C(=O)NCC3CCCO3)CC2)c(C)o1 (stereo not drawn)	-0.2	1.8	-7.5	-0.1	0.3	4.2	2.9	-8.7	1.6	-0.2
O=C(CN1CCN(c2ccccn2)CC1)Nc1ccccc1Br	-7.5	1.3	-5.9	2.3	-2.2	5.0	1.3	0.1	0.9	1.0
Cc1nc2ccccc2n1CC(O)COc1ccc(Br)cc1 (stereo not drawn)	-5.5	1.0	-1.0	1.4	-3.9	-4.4	-2.1	-7.3	-11.5	0.0
C(=N\n1c2ccccc2c2ccccc21)/c1ccccc1	4.3	-2.3	0.1	2.5	-4.4	-3.9	2.0	3.9	-0.8	0.3
CCCN(CC(=O)Nc1ccccc1OC)C(=O)CSc1ccc(Br)cc1C	0.8	-12.7	-4.3	1.0	-11.8	2.2	-2.9	-0.5	-6.5	0.2
O=C(CN1CCC(n2nnc3cc(C(F)(F)F)ccc32)CC1)NCc1cccs1	-4.2	-8.1	-9.4	0.3	-7.8	3.0	2.8	-9.2	-7.1	-0.1
CCN(CC)CCN1C(=O)C(=O)/C(=C(/O)c2ccncc2)C1c1ccccc1 (stereo not drawn)	1.9	4.9	-7.6	0.3	6.0	6.3	-6.4	3.9	9.5	-0.5
COc1ccc(S(=O)(=O)NCc2ccc(C(=O)NCCN(C)Cc3ccccc3)cc2)cc1	0.5	2.0	7.1	-0.5	2.4	-2.5	0.7	6.0	-14.4	0.9
Cc1cccc(/C(N)=N/OC(=O)CCCc2ccccc2)c1	-2.8	0.0	9.0	2.3	-3.0	0.3	-0.8	-0.3	4.8	0.1
O=C(Cc1ccccc1F)Nc1nc(-c2ccc(F)c(F)c2)cs1	2.7	25.4	17.4	5.2	-0.5	5.5	-6.1	-7.0	-10.8	-0.1
